# Bioassay records from PubChem.
# Yfh1-depleted yeast: mitochondrial function rescue without frataxin homolog – Friedreich's ataxia, plus single-dose screen, dose response (AID 1465) | S. cerevisiae Yfh1-off respiration, WST-1 reduction, 72 h; higher fold induction means a stronger effect | fold induction at 50 µM, or EC50 in µM where a hit was titrated | 220,000 tested, 0.074% active;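 active = fold induction of absorbance versus untreated yeast above a set limit, then at least 30% activation at any dose in follow-up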;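 note: activators that raise dye reduction in frataxin-depleted yeast; strong numbers were not always called active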
# Autophagy mod: autophagy modulation, high-content screen; AID 463193; calls only at 10 µM (by protocol); MEF GFP-LC3 puncta imaging; test concentration mostly 10 µM; 190,000 tested, 0.98% active;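 active = percentage of spot-positive cells more than 3 SD above its plate mean, without a fluorescence outlier flag or 80% toxicity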;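 note: spot-positive cell cutoff set from DMSO-treated cells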
# bCat nuc transl: modulators of beta-catenin nuclear translocation. HeLa beta-catenin nuclear translocation, immunofluorescence imaging. nuclear translocation activity, % at 5 µM. 190,000 tested, 0.3% active;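 active = nuclear translocation activity above 50% at 5 µM, with a well cell count of 50 or more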;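 note: per-cell ratio of nuclear to cytoplasmic median beta-catenin stain intensity; plate controls were DMSO negative control for no effect and GSK-3 inhibitor IX positive control for full effect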
#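 Signal – beta-catenin immunofluorescence imaging with DAPI · Test system – human HeLa cell line · Dosing – 5 µM primary single dose, 0.1% DMSO, 0.02–20 µM confirmation series · Measure – % activation, nuclear-to-cytoplasmic median beta-catenin signal ratio per cell · Incubation – 24 h compound exposure at 37°C, 5% CO2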
# Dynein cargo inh: blocks dynein driven cargo transport along microtubules | 3617.4 mouse cells, GR-EGFP nuclear translocation imaging; test concentration mostly 20 µM; stimulated with dexamethasone, 1 µM; active compounds read low | z-score, hits read low | 220,000 tested, 0.47% active;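 active = plate z-score of nuclear minus cytoplasmic receptor signal below a set negative limit, without overly bright fluorescence or cell loss, cut at about -3.5 in these data, passing the limit was not always enough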;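 note: z-score of nuclear minus cytoplasmic ring GR-EGFP intensity difference per well; some compounds called inactive have numbers as strong as hits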
#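 Also added: dexamethasone, 1.0 µM final. Medium: tet-free, stripped-serum medium. Detection: fixed, Hoechst-stained cells imaged at 10x for EGFP. Read-out: nuclear-to-cytoplasmic GR-EGFP distribution per well. Times: induction 48 h, compound 1 h, agonist 30 min.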
# MT stabilizer: stabilizes microtubules in HeLa cells. 200,000 tested, 0.83% active. HeLa tubulin immunostaining HCS, 24 h; share of cells brighter than vehicle mean+2SD. % tubulin-high responders, % at 10 µM;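 active = plate Z-score above 3 for both tubulin-high and condensed-nucleus cell shares, with cell loss under 80%, at 10 µM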;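 note: anti alpha tubulin signal scored within the nucleus-defined area of each cell; some results filed as inactive read as strong as hits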
# HIV fusion peptide: cell-free HIV fusion peptide-binding blockers – biochemical, uHTS, fluorescence dequenching, primary screen (AID 1986); inhibition, % at 20 µM; hits with a dose series show IC50 in µM; 290,000 tested, 0.3% active; cell-free peptide binding, fluorescence dequenching, 30 min; higher % means a stronger effect; in the data active = inhibition mostly above about 52%, no sharp cut-off; inactive = mostly below about 76%; note: some results filed as inactive read as strong as hits
# AID2073: disruptors of CaV2.2 binding to Mint1 – biochemical, HTRF (AID 2073) | HTRF protein-protein interaction, Mint1-CaV2.2; higher % means a stronger effect | inhibition, % at 20 µM; hits with a dose series show IC50 in µM | 290,000 tested, 0.19% active; in the data active = inhibition mostly above about 51%, no sharp cut-off; note: some results filed as inactive read as strong as hits
# Insulin prom up: MIN6 insulin promoter up-regulation; MIN6 insulin promoter-GFP reporter, high-content imaging; active compounds read high; 190,000 tested, 0.3% active; z-score at 5 µM;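 active = z-score above 3 at 5 µM with at least 500 cells counted in the well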
# WT yeast gro inh: growth inhibition of WT yeast, mitochondrial fusion screen; 190,000 tested, 2.1% active; mitochondrial fusion phenotypic screen, WT strain; inhibition, % at 10 µM; in the data active = inhibition above about 58%; tested in S. cerevisiae
# WT yeast gro inh mutant strain: second read-out of WT yeast gro inh, no call of its own (marks repeat the call); inhibition, %; mitochondrial fusion phenotypic screen, mutant strain inhibition
# Dynein cargo inh cytoplasmic EGFP: also measured in Dynein cargo inh; calls as there; z-score; measured here: cytoplasmic GR-EGFP intensity; active compounds read high
# Dynein cargo inh nuclear GR-EGFP: also measured in Dynein cargo inh; calls as there; z-score; measured here: nuclear GR-EGFP intensity;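 lower value marks the stronger effect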
# Dynein cargo inh cell count: second read-out of Dynein cargo inh, no call of its own (marks repeat the call); z-score; measured here: cell count per field
# Insulin prom up cell count: recorded beside Insulin prom up, whose call it bears; cell count; measured here: cytotoxicity, nuclei count;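 total cells summed across four imaged fields per well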
# bCat nuc transl cell count 5 µM: also measured in bCat nuc transl; calls as there; cell count; measured here: cell count, cytotoxicity flag
# MT stabilizer Hoechst-high %: recorded beside MT stabilizer, whose call it bears; % Hoechst-high responders; measured here: nuclear condensation Hoechst responders;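 share of cells brighter than vehicle mean plus two SD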
# MT stabilizer cytotoxicity %: further read-out of MT stabilizer, marked with its call; toxicity, %; measured here: cytotoxicity by cell density;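 0% = mean cell density of plate MIN control wells and 100% = no cells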
# Autophagy mod cell loss 18 h: further read-out of Autophagy mod, marked with its call; toxicity, %; measured here: cell loss, nuclei count;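 cell loss after 18 h compound exposure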
# * hit, by the source's call; i = inactive; · = no result given. Compounds were not picked by outcome; 4.2% or so of the library scored in one or more.
SMILES,Yfh1-depleted yeast,Autophagy mod,Autophagy mod cell loss 18 h,bCat nuc transl,bCat nuc transl cell count 5 µM,Dynein cargo inh,Dynein cargo inh cytoplasmic EGFP,Dynein cargo inh nuclear GR-EGFP,Dynein cargo inh cell count,MT stabilizer,MT stabilizer Hoechst-high %,MT stabilizer cytotoxicity %,HIV fusion peptide,AID2073,Insulin prom up,Insulin prom up cell count,WT yeast gro inh,WT yeast gro inh mutant strain
NC(=O)Cn1cc(C(=O)COc2ccccc2)c2ccccc21,i,i,-2.2,-0.7,1528,-0.725,-0.107,-0.292,1.01,1.6,1.1,1.6,18.7%,10.2%,1.51,1417,-6.5,-8.4
CC(C)OC(=O)C(C#N)c1nc2ccccc2nc1N1CCN(Cc2ccc3c(c2)OCO3)CC1 (stereo not drawn),·,·,·,-1.9,1167,·,·,·,·,·,·,·,1.2%,-6.3%,0.04,1192,·,·
Cn1c(CNC(=O)Nc2cccc(Cl)c2)nnc1SCc1ccccc1,i,·,·,-6.1,919,-0.537,-0.135,0.0429,0.176,1.9,2.6,7.8,4.1%,-0.3%,-0.24,1419,11.6,-2.2
C=CCc1ccccc1OCCNCCCOC,i,i,1.1,0.3,1005,0.579,-0.276,-0.1,-0.0547,3.4,2.8,9.6,1.9%,-4.6%,-0.46,1370,-6.4,10.5
O=[N+]([O-])c1c(C(Cl)Cl)nn(-c2ccccc2)c1N1CCCC1,i,i,13.3,-1.1,918,-1.38,-0.0759,-0.168,0.0141,3.6,0.8,4.0,-2.5%,-8.6%,0.31,1468,-3.8,33.8
CCc1nc2sc(C(=O)O)c(N)c2c2c1CCCC2,i,·,·,2.4,1232,-0.133,-0.273,-0.134,0.237,·,·,·,0.1%,10.5%,-0.41,1430,·,·
COc1cccc(-c2nn(C)c3sc(C(=O)N4CCOCC4)cc23)c1,i,i,14.5,-2.0,1125,1.84,-0.0948,1.19,-0.634,3.1,1.5,4.1,-1.5%,2.3%,1.6,803,-2.3,-5.2
O=C(c1ccc(Cl)s1)N1CCOCC1,i,i,-0.6,-1.0,1092,1.01,-0.289,0.986,0.453,1.6,1.6,6.3,1.2%,0.2%,-0.42,1268,3.0,-0.6
c1ccc(-c2nnc(SCc3nc4ccccc4[nH]3)n2Cc2ccco2)nc1,i,i,7.0,-0.2,1012,0.0493,-0.378,-0.411,0.816,2.3,1.6,10.3,0.0%,-0.7%,-2.15,907,2.0,0.8
CC(C)(C)NCCOc1ccc2ccccc2c1,i,i,-23.0,-0.3,1009,0.079,-0.252,0.196,-0.649,2.3,1.0,3.5,0.1%,1.6%,0.99,1607,5.8,9.4
CC(NC(=O)c1ccc(Cn2cc([N+](=O)[O-])cn2)o1)c1ccccc1 (stereo not drawn),i,i,6.2,0.7,1303,0.456,-0.196,0.872,-0.774,3.3,2.6,6.7,-1.0%,-0.9%,-0.69,1545,6.3,-1.4
Cc1nc(CS(=O)(=O)c2ccccc2)cc(Sc2ccc(Cl)cc2Cl)n1,i,i,12.7,0.7,1082,0.315,-0.178,0.0234,-0.624,2.6,1.8,5.8,1.0%,-8.6%,-0.4,1909,29.2,29.6
COc1ccc(N=C2NC(=O)S/C2=C\c2ccc(N(C)C)cc2)cc1,i,i,-4.2,2.7,1473,1.52,3.13,0.453,-1.74,8.2,2.7,1.4,-1.9%,0.4%,·,·,-16.6,4.8
CN(C)/C=C/C(=O)c1ccc(F)cc1F,i,·,·,1.0,1253,-1.5,-0.163,-0.509,0.928,·,·,·,1.5%,8.4%,0.32,1137,·,·
N#CCCN(Cc1cccnc1)C(=S)NC(=O)c1ccc(S(=O)(=O)N2CCCC2)cc1,i,i,14.7,-0.1,976,0.0307,-0.212,-0.304,0.267,1.5,2.3,4.0,0.4%,17.3%,-0.71,1271,-6.5,5.7
COc1ccc(S(=O)(=O)N2C3CCC2CC(NC(=O)C2CC2)C3)cc1 (stereo not drawn),i,i,-12.0,-6.3,889,0.0562,-0.141,0.0236,0.197,1.5,2.4,8.0,-0.8%,12.1%,0.86,1237,·,·
CCOC(=O)C(NS(=O)(=O)c1ccccc1)(C(F)(F)F)P(=O)(OCC(C)C)OCC(C)C (stereo not drawn),i,i,-3.8,·,·,1.06,-0.227,1.13,0.00626,3.3,1.2,7.5,1.0%,-29.6%,-0.06,888,2.3,-13.2
CCOc1cc(C2CC(=O)NC(SCC)=C2C#N)ccc1O (stereo not drawn),i,i,12.5,·,·,-0.0145,-0.147,0.289,0.0466,8.7,2.3,2.4,-0.2%,5.2%,0.2,983,8.4,-0.4
Cc1cc(S(=O)(=O)NCCN2CCOCC2)c(C)s1,i,i,-12.1,-1.4,1066,-0.0955,-0.132,0.152,-0.182,2.9,1.9,2.2,-0.6%,19.9%,-0.06,1670,-1.7,-11.3
COc1ccc(Cl)cc1C(=O)NNC1CC(=O)N(Cc2ccc(Cl)cc2)C1=O (stereo not drawn),i,i,12.6,0.5,522,0.127,-0.0298,0.17,0.377,2.3,2.6,0.4,9.3%,3.8%,-0.01,1350,0.6,5.6
O=C1CCC/C1=C/Nc1cccc(F)c1,i,·,·,-0.9,1335,-1,-0.251,-0.173,0.82,·,·,·,0.3%,-12.5%,0.17,1133,·,·
O=C(Nc1ccc(S(=O)(=O)NC2=NCCCCC2)cc1)c1ccc(C(F)(F)F)cc1,i,·,·,-0.1,1353,-1.04,-0.787,-0.784,0.508,·,·,·,6.3%,13.5%,-0.76,1034,·,·
C/C(=N\NC(=S)Nc1ccc(C)cc1)c1cc2ccccc2o1,i,·,·,-1.1,1058,-0.0915,-0.212,-0.142,0.596,·,·,·,-1.5%,-7.8%,-0.43,1241,·,·
Cc1ccc(NC(=O)CN(C)C(=O)CCC(=O)c2cccs2)cc1,i,i,4.1,1.0,1104,1.64,0.222,1.24,-1.42,7.2,0.9,7.7,3.4%,9.5%,-0.28,1426,-2.8,0.4
CCn1c(=N)n(CC(=O)c2ccc(OC)cc2)c2ccccc21,i,i,-31.0,-3.0,937,0.974,-0.183,0.797,-0.249,3.9,1.8,7.2,0.8%,-3.4%,0.61,1115,11.5,-1.0
COCCNC(=O)C(c1ccc(F)cc1)N(C(=O)CCC(=O)Nc1nccs1)c1ccc(C)cc1 (stereo not drawn),i,i,-4.9,0.1,974,-0.445,-0.328,0.188,0.842,3.3,3.4,7.1,-1.0%,-8.2%,0.06,1489,-5.5,-11.4
CCOC(=O)c1[nH]c(C)c(C(=O)N(C)Cc2ccccc2)c1C,i,i,16.0,2.1,1458,0.0627,-0.212,0.316,0.396,3.3,3.1,9.9,-3.7%,-3.4%,0.27,1334,-3.8,-52.9
O=C(CN1C(=O)NC(c2ccccc2)(c2ccccc2)C1=O)c1c[nH]c2ccccc12,i,i,2.3,1.3,1491,0.381,-0.237,0.459,-0.465,3.3,3.5,7.3,5.0%,15.7%,0.61,1348,-13.3,9.8
C(=N\N1CCN(c2ccccn2)CC1)/C1=C(N2CCOCC2)C(=C/c2ccccc2)/CC1,i,i,10.4,0.3,1514,-0.0501,-0.272,0.439,-0.0489,2.5,1.8,3.9,-2.8%,19.2%,-0.47,1508,47.5,19.2
Cc1cccc(N=CC=C2OC(C)(C)C(C)(C)O2)c1,i,i,0.5,1.7,1120,1.1,0.0681,0.72,-0.694,1.4,2.7,12.3,-1.6%,25.0%,-4.14,629,-9.2,9.8
Cc1ccc2nc3c(cc(C(=O)NCc4ccco4)c(=N)n3Cc3ccco3)c(=O)n2c1,i,i,-6.3,-0.4,1515,0.278,-0.195,0.0489,0.418,2.6,2.3,2.4,42.0%,84.5%,-0.02,1075,5.2,6.2
CC(Sc1ccccn1)C(=O)Nc1ccc(S(N)(=O)=O)cc1 (stereo not drawn),i,i,-5.6,0.3,1022,0.128,-0.00595,-0.139,0.533,2.6,1.1,9.0,-2.1%,-7.7%,1.02,969,-8.0,-12.3
CCOC(=O)c1sc(NC(=O)C(CC)Sc2nnc3c4ccccc4n(CC)c3n2)nc1C (stereo not drawn),i,·,·,0.3,1324,0.73,-0.26,0.371,0.434,·,·,·,-0.5%,10.0%,1.03,1103,·,·
CC/C(=N\O)c1ccc(O)c(OC)c1,i,i,-7.4,-1.7,951,1.23,-0.205,0.803,-0.0127,4.2,2.2,0.6,-2.2%,1.3%,0.23,1202,1.2,-6.2
CCOc1ccc(C(=O)NC(=S)Nc2ncccc2C)cc1[N+](=O)[O-],i,i,-13.5,3.7,1032,0.645,-0.217,0.377,0.17,2.8,1.3,8.4,-0.9%,-13.1%,-0.24,1300,4.5,4.8
CC(=O)N1CCC(N(C(=O)Nc2ccc(C)c(C)c2)C2CCCC2)CC1,i,i,0.7,-0.7,1034,-0.364,-0.256,0.0841,1.15,1.7,2.1,7.5,-2.3%,-5.5%,·,·,2.9,30.3
